# PI4K2A block – PI4K2A (human) kinase inhibition; activity change, negative = inhibition, % at 76.9 µM; Q9BTU6; 420,000 tested, 0.13% active; purified PI4K2A, ADP-Glo luminescence, 1 h; active compounds read low; in the data active = activity change below about -50%; inconclusive = mostly about -30% to -49%;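 note: -100% = wells without enzyme as full effect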
#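 Compounds are screened against recombinant PI4K2A using PI as substrate and ATP, the latter dispensed at 300 microM. Reactions run one hour at ambient temperature before ADP-Glo detection; full inhibition defined by wells lacking enzyme.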
# BAZ2B block – blocks human BAZ2B; 360,000 tested, 4.4% active; AlphaScreen BAZ2B-H3K14Ac peptide displacement; Potency, µM (doses to about 114 µM), for inactives: at the top dose activity change, negative = inhibition, usual class: inhibitors; note: potency is the fitted concentration of half-maximal effect; % is set by controls: 0 for no effect and ±100 for the full control effect; nearly all actives have a fitted effect of over 60% in size
#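 Compounds, titrated to a top concentration of 110 uM, were incubated 30 min at room temperature with preformed BAZ2B/acetyl-K14 H3 peptide complex (50 nM each). Proximity signal was measured by AlphaScreen after 20 min with beads.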
# RGS4 inhibitor – human RGS4 inhibition; Transcreener GDP fluorescence polarization, RGS4-accelerated GTP hydrolysis; Potency, µM (top dose mostly 114 µM), for the others: at the top dose activity change, negative = inhibition, most hits filed as inhibitors; 390,000 tested, 0.039% active; note: potency is the fitted concentration of half-maximal effect; % is set by controls: 0 for no effect and ±100 for the full control effect; nearly all actives have a fitted effect of over 75% in size; some results filed as inactive show a strong effect at the top dose
#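 MLSMR compounds (23 nl, pin-transferred) preincubated 10 min at room temperature with a 500nM (2x) first reagent, then RGS4 at 900nM (2x) plus Transcreener GDP mix added; fluorescence polarization (620/688 nm) read before and after 90 min at 30 °C.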
# G9a inh – inhibitors of human histone lysine methyltransferase G9a; Q96KQ7; G9a H3K9 monomethylation, AlphaScreen, 2 h; Potency, µM (top dose mostly 102 µM), for the others: at the highest dose activity, negative = inhibition, most hits filed as inhibitors; 350,000 tested, 8.8% active; AID 504332; note: potency is the fitted concentration of half-maximal effect; % is set by controls: 0 for no effect and ±100 for the full control effect; nearly all actives have a fitted effect of over 75% in size
# Target sequence (Q96KQ7 913-1193 limits assumed): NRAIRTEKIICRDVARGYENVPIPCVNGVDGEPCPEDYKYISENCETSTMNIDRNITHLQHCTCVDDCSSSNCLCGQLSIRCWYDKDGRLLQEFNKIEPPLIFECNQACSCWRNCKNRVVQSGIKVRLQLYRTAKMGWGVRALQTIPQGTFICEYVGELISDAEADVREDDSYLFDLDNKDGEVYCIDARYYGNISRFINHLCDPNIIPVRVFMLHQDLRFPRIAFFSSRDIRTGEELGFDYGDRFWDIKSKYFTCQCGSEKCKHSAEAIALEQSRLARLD
#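 Compounds were preincubated with 20 nM G9a for 15 min, after which biotinylated H3K9 peptide (500 nM) and SAM (20 uM) started a 2 h room-temperature reaction. Monomethylated product was quantified by antibody-based AlphaScreen chemiluminescence.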
# HP1b binding inh – HP1-beta chromodomain-methylated histone interaction inhibition | AlphaScreen HP1-beta / biotin-H3K9me3 peptide binding | 390,000 tested, 0.56% active | P83916 | Potency, µM (series often up to 114 µM), inactives show top-dose activity change, negative = inhibition, usual class: inhibitors; note: potency is the fitted concentration of half-maximal effect; nearly all actives have a fitted effect of over 70% in size; inactives centre near 23
#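 AlphaScreen: HP1-beta (50 nM) preformed 30 min with biotin-H3(1-18)K9me3 peptide (50 nM) in PBS pH 7.4, 0.01% Tween-20. Compound added for 30 min at RT, then streptavidin donor/nickel chelate acceptor beads (10 ug/mL) for 30 min.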
# 12-LOX inh – ALOX12 (human) lipoxygenase inhibition; P18054; purified 12hLO, xylenol orange hydroperoxide absorbance; Potency, µM (highest dose often 108 µM), without a hit: at the highest dose activity change, negative = inhibition, usual class: inhibitors; 580,000 tested, 1.1% active; note: potency is the fitted concentration of half-maximal effect; % is set by controls: 0 for no effect and ±100 for the full control effect
# Target sequence (P18054 whole entry, looked up): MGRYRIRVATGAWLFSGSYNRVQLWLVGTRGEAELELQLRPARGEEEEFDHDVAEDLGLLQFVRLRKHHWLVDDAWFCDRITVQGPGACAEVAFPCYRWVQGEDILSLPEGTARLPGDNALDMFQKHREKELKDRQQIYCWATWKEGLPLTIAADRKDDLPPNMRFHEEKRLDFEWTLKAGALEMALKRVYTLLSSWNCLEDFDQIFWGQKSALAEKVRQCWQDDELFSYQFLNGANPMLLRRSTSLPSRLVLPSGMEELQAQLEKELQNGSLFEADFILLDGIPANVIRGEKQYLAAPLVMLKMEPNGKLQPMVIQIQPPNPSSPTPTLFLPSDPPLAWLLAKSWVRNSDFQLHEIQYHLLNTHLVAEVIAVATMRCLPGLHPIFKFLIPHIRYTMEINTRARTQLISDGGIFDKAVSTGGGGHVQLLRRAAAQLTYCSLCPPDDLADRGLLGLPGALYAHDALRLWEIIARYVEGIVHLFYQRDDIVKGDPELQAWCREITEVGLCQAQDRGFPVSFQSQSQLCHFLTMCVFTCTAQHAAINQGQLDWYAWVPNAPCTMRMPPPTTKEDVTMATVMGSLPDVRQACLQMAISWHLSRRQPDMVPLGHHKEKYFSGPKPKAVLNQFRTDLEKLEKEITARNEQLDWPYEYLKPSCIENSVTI
#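 Purified human 12hLO at 150 nM in 25 mM Hepes, 0.01% Triton X-100, pH 7.0, preincubated 15 min at room temperature with compound. Reaction started with 40 uM arachidonic acid, 30 min at room temperature. Hydroperoxide measured by Fe-xylenol orange, 573/405 nm absorbance ratio.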
# GLS inh – blocks human kidney-isoform glutaminase activity. GLS enzymatic activity, qHTS titration. O94925. 410,000 tested, 0.21% active. Potency, µM (series often up to 45.5 µM), for the others: at the highest dose activity change, negative = inhibition, actives largely listed as inhibitors; note: potency is the fitted concentration of half-maximal effect; % is set by controls: 0 for no effect and ±100 for the full control effect
#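 Glutamate formation by hKGA was monitored fluorometrically using coupled glutamate oxidase, HRP and Amplex Red. Substrate was added as 1 mM L-glutamine solution; incubation was 30 min at RT after an initial read.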
# JMJD2A Tudor – JMJD2A Tudor domain (human) inhibition | AlphaScreen JMJD2A-Tudor / H3K4me3 peptide binding | Potency, µM (highest dose often 114 µM), without a hit: at the top dose activity change, negative = inhibition, hits mostly inhibitors | AID 504339 | 390,000 tested, 4.4% active | O75164; note: potency is the fitted concentration of half-maximal effect; % is set by controls: 0 for no effect and ±100 for the full control effect; nearly all actives have a fitted effect of over 50% in size
# ERG-DNA inh – inhibitors of human ERG Ets domain-DNA interaction; fluorescence polarization, His-ERG Ets domain / labelled DNA; Potency, µM (top dose mostly 76.9 µM), for the others: top-dose FP activity, negative = inhibition, hits mostly inhibitors; 370,000 tested, 0.028% active; AID 624246; active = well fitted inhibition curve with a large enough effect in the polarisation, with a control signal flat; inconclusive = small, poorly fitted or top-dose-only effect, or effect the other way, or a change in a side signal; inactive = no such curve, though single readings can be large or run the other way; the % refers to the polarisation;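 note: polarization taken with two DNA probes labelled with fluorescein and Texas red; potency is the fitted concentration of half-maximal effect; % of control where 0% means no effect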
#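 His-tagged ERG Ets domain (1 uM in the protein solution; 300mM KCl, 50mM Tris-HCl, 1mM EDTA, 1mM DTT, pH 7.5) received compound, then a probe mix of 5 nM fluorescein-DNA and 100nM Texas-615-DNA. Fluorescence polarization was read for both dyes.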
# * hit, by the source's call; i = inactive; u = inconclusive; x = not tested or not shown; & = joins results of further samples; [ ] = remark or other dose. Unless noted, calls come from the whole dose curve; as a rule, active = well fitted curve in the direction sought with a large enough effect; inconclusive = small, poorly fitted or top-dose-only effect, or another doubt; inactive = no such curve, though single readings can be large; an effect the other way counts as inactive or inconclusive. Some of the compounds tested (hit frequency here may not be typical).
1) CCCCN(C)CCNC(=O)c1c(C)oc2ncnc(N3CCOCC3)c12
2) COCCN(C(=O)c1snc(C(N)=O)c1N)C(C(=O)NC1CCCC1)c1cc(OC)c(OC)c(OC)c1 (stereo not drawn)
3) COc1ccccc1NC(=O)CSc1nnnn1-c1ccc(F)cc1
4) COc1ccccc1C(=O)NNC(=O)C(=O)Nc1cccc(Cl)c1C
5) COc1ccc(/C=C(/NC(=O)c2ccccc2)c2nc3ccc(Cl)cc3[nH]2)cc1OC
6) CCOC(=O)C1CCCN(C2=NC(=O)/C(=C/c3ccc(N(C)C)cc3)S2)C1 (stereo not drawn)
7) CCCCN(CC)C(=O)c1n[nH]c(=O)c2ccccc12
8) CCC1=NN2C(=N)/C(=C\c3cccn3-c3ccc(C)cc3C)C(=O)N=C2S1
assay / compound	1	2	3	4	5	6	7	8
PI4K2A block	4	-1	-1	6	0	5	-3	-4
BAZ2B block	12%[57.1 µM]	7%	-12%	7%	-30%	45µM*	9%	u
RGS4 inhibitor	-20%	-26%	-2%	-3%	-10%	-6%	21%	0%
G9a inh	-6%[59 µM]	10%	36%	24%	-5%[59 µM]	40µM*	2%	u
HP1b binding inh	-3%	7%	21%	26%[57 µM]	20%	35%	22%	7%
12-LOX inh	-13%	-28%	u	0%	-16%	-6%	10%	-9%
GLS inh	3%	0%	4%	0%	13%	19%	2%	0%
JMJD2A Tudor	-27%	-7%	4%	-4%	-26%	-26%	-15%	u
ERG-DNA inh	2%	-1%	-4%	7%	x	41%[activator]	-1%	5%

9) C=C[C@@H](C)N(Cc1ccc(OC)cc1)S(=O)(=O)N(Cc1ccccc1)[C@H](C=C)C(C)C
10) CCC(=O)Nc1cc(C(=O)O)ccc1Sc1ccccc1
11) Cn1c(C(=O)O)c(CC(=O)Nc2ccccc2F)c2ccccc21
12) COC(=O)c1sc2ncccc2c1OCc1ccccc1Cl
13) NCCCC[C@@H]1NC(=O)c2cc([N+](=O)[O-])cc(I)c2SC[C@@H](C(N)=O)NC(=O)[C@H](Cc2ccc(O)cc2)NC1=O
14) CC(C)C[C@H]1CN=C(N(C)C)N1CC(C)C
15) CCOC(=O)c1c(C)nc2sc(C(N)=O)c(N)c2c1-c1ccccc1
16) C=CCc1ccccc1OCC(O)CN1CCN(c2ccc(C)cc2)CC1 (stereo not drawn)
assay / compound	9	10	11	12	13	14	15	16
PI4K2A block	4	-20	3	-1	-2	-6	-15	12
BAZ2B block	27%	x	-32%	u	u	x	1%	28µM*
RGS4 inhibitor	10%	36%	5%	28%	-14%	25%	-33%	0%
G9a inh	6%[0.501 µM]	u	-8%[59 µM]	35%[59 µM]	35µM*	x	20%[12.7 µM]	13µM*
HP1b binding inh	103%[activator]	23%	17%	44%[activator]	-4%	38%	49%[activator]	u
12-LOX inh	7%	u	0%	-3%	x	24%	16%	0.56µM*
GLS inh	-10%	0%	18%	-1%	22%	2%	21%	-2%
JMJD2A Tudor	46%[activator]	2%	-21%	53%[activator]	u	-15%	-10%	3.5µM*
ERG-DNA inh	9%	8%	2%	0%	-14%	-12%	9%	-3%

# 5 of the entries above in order of the RGS4 inhibitor value, descending.
10) CCC(=O)Nc1cc(C(=O)O)ccc1Sc1ccccc1
14) CC(C)C[C@H]1CN=C(N(C)C)N1CC(C)C
11) Cn1c(C(=O)O)c(CC(=O)Nc2ccccc2F)c2ccccc21
16) C=CCc1ccccc1OCC(O)CN1CCN(c2ccc(C)cc2)CC1 (stereo not drawn)
13) NCCCC[C@@H]1NC(=O)c2cc([N+](=O)[O-])cc(I)c2SC[C@@H](C(N)=O)NC(=O)[C@H](Cc2ccc(O)cc2)NC1=O
assay / compound	10	14	11	16	13
PI4K2A block	-20	-6	3	12	-2
BAZ2B block	x	x	-32%	28µM*	u
RGS4 inhibitor	36%	25%	5%	0%	-14%
G9a inh	u	x	-8%[59 µM]	13µM*	35µM*
HP1b binding inh	23%	38%	17%	u	-4%
12-LOX inh	u	24%	0%	0.56µM*	x
GLS inh	0%	2%	18%	-2%	22%
JMJD2A Tudor	2%	-15%	-21%	3.5µM*	u
ERG-DNA inh	8%	-12%	2%	-3%	-14%

# Next records:
no.	SMILES	PI4K2A block	BAZ2B block	RGS4 inhibitor	G9a inh	HP1b binding inh	12-LOX inh	GLS inh	JMJD2A Tudor	ERG-DNA inh
17	COc1ccc(CNC(=S)Nc2cccc(C)c2)cc1	-11	-4%	-17%	7%[59 µM]	16%	u	9%	-12%	2%
18	Cc1ccc(OCC(=O)N(c2ccc(C)cc2)S(=O)(=O)c2ccc(Cl)cc2)cc1	45	2%	-15%	17%[59 µM]	42%[activator]	-22%	-3%	-7%	1%
19	Cc1cccc(OCCCSc2nc(-c3ccc(C(C)(C)C)cc3)nc3cc(=O)[nH]n23)c1C	-6	56µM*	-30%	7%[59 µM]	1%	-18%	-7%	25µM*	-1%
20	O=C(NNc1ccc(-c2csnn2)cc1)c1cc(Cl)cc(Cl)c1	-5	-2%	-38%	x	34%	u	u	-20%	5%
21	CCN(CC)S(=O)(=O)c1ccc(NC=C(C#N)C#N)cc1	-3	-17%	-11%	6%	7%	0%	1%	-9%	5%
22	Cc1ccc(NC(=O)NNC(=O)COc2ccc3ccccc3c2)cc1	-7	-5%	28%	x	18%	2%	16%	1%	3%
23	O=C(NCc1cccnc1)c1csc2c1CCCC2	4	-8%	10%	8%[59 µM]	3%	-10%	19%	-6%	-4%
24	c1ccc(CO/N=C(\c2ccc(C3CC3)nc2)C2CC2)cc1	-1	180%[activator]	-34%	x	191%[activator]	3%	-9%	155%[activator]	-4%
25	CCOC(=O)CSc1nc(N)nc(C)c1Br	5	15%	-13%	-20%	55%[activator]	7%	9%	5%	-1%
26	Cc1ccc(-c2nc3ccccc3c(=O)o2)cc1	-4	5%	-10%	11%	49%[activator]	12%	3%	4%	5%
27	CCn1nc(NC(=O)C(C)C)c2cc3cccc(C)c3nc21	4	29%	-5%	86%[activator]	125%[activator]	u	-3%	15%	16%
28	COc1cc(NC(=O)CSc2nnc(C)n3c2cc2oc(C)cc23)cc(OC)c1	-1	-9%	-1%	3%[59 µM]	42%	4%	1%	8%	7%
29	Cn1nc(C(=O)Nc2ccc(S(=O)(=O)NCc3ccco3)cc2)c2ccccc2c1=O	5	-24%	-36%[56.9 µM]	8%[59 µM]	-22%	0%	4%	u	12%
30	C#CCOCCOCCOCCNc1nc(N2CCN(C(=O)[C@H]([C@@H](C)CC)n3cc(CCC(=O)O)nn3)CC2)nc(N2CCN(C(=O)[C@H](CCCCN)n3cc(CCCC)nn3)CC2)n1	-3	x	-3%	x	20%	u	-2%	-7%	-4%
31	COc1ccc(NC(=O)C2CCCN(c3cnccn3)C2)c(OC)c1 (stereo not drawn)	2&2	-17%&-21%	-16%&-5%	-19%	28%&41%	1%&1%	-4%&4%	-11%&-12%	2%&-1%
32	O=C(CSC1=NC2(CCCCC2)N=C1c1ccccc1)Nc1ccc2c(c1)OCCO2	-12	-30%	-1%	4%	17%	304%[activator]	2%	-26%	-1%
33	COc1ccc2c(c1)C(CC(=O)NN)CCC2 (stereo not drawn)	-3	x	-20%	x	21%	11%	16%	1%	-3%
34	CC(=O)C1=C(O)C(=O)N(c2ccc(O)cc2)C1c1cccc(F)c1 (stereo not drawn)	-5	5%	10%	-20%	17%	-19%	18%	-16%	-2%
35	O=C1C=C(N2CCOCC2)CCC1	2	x	7%	x	62%[activator]	5%	-10%	-6%	-1%
36	CCC(=O)Nc1ccc(C(=O)NNC(=O)C(c2ccccc2)c2ccccc2)cc1	5	u	-26%	2%[59 µM]	24%	-6%	-6%	u	10%
37	CC(=O)c1cccc(NC(=O)CCCNC(=O)c2ccc(Cl)cc2)c1	-2	u	-15%	-25%	13%	-1%	6%	-5%	-14%
38	CC(=O)Nc1nc(SCCCc2ccccc2)n[nH]1	6	-1%	43%	u	44%[activator]	u	-2%	-8%	-7%
39	CC(=O)c1ccc(NC(=O)Nc2sc(NS(=O)(=O)c3ccccc3)nc2C)cc1	-5	u	u	x	27%	u	16%	-8%	1%
40	Cc1cccc2sc(NC(=O)CN(C)S(=O)(=O)c3ccc(Br)s3)nc12	4	-35%	20%	-3%[12.7 µM]	13%	i	3%	-15%	3%
41	CCOC(=O)c1c(C)nc2ccccn12	-5	4%	-14%	20%[59 µM]	33%	-9%	0%	-9%	-5%
42	Cc1ccc(C)c(NC(=O)C(Cc2ccccc2)N2Cc3ccccc3C2=O)c1 (stereo not drawn)	-4	1%	31%	-21%[59 µM]	30%	u	-16%	-12%	0%
43	COc1cc(/C=C/C(=O)OCC(=O)Nc2oc(C)c3c(C)n[nH]c(=O)c23)ccc1OC(F)F	4	0%	-40%	14µM*	58%[activator]	-26%	-1%	-7%	9%
44	COC(=O)c1ccc2c(c1)NC(=O)C1CCCN21 (stereo not drawn)	-14	x	-49%	x	9%	x	-7%	-20%	12%
45	Cn1ccc(C(=O)OCC(=O)Nc2ccccc2Cl)n1	0	-2%	11%	8%	24%	0%	0%	-3%	2%
